Screens: PubChem BioAssay, several laboratories
VLA-4 inh: inhibition in a human VLA-4 binding assay; P13612; VLA-4 expressing cells, ligand binding flow cytometry; inhibition, % (about 7 µM as worked out from the volumes in the protocol); actives 0.2% (n = 330,000); AID 2557; in the data active = inhibition above about 50%
BCLXL inh: inhibitors of human Bcl-xL. GST-Bcl-xL / FITC-Bim BH3 peptide fluorescence polarization. actives 0.7% (n = 320,000). inhibition, % at 10.9 µM. Q07817;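 active = inhibition above the mean of all tested compounds plus 3 SD, cutoff set per campaign, cut at about 30% in these data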;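 note: 0% = DMSO wells and 100% = unlabeled Bim-BH3 peptide competitor; inhibitors lower millipolarization by displacing the labeled peptide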
Target sequence (Q07817 whole entry, looked up): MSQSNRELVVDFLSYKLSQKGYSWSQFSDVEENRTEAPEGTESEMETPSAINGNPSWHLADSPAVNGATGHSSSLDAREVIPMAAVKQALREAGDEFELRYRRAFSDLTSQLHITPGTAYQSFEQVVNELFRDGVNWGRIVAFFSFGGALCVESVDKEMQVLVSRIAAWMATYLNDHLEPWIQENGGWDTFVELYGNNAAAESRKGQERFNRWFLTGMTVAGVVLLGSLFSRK
AGP1 TOR yeast: modulators of TOR pathway AGP1-GFP in S. cerevisiae | S. cerevisiae AGP1-GFP multiplex flow cytometry, 3 h; GFP as percent of DMSO wells | GFP response vs DMSO, % at 10 µM | actives 0.02% (n = 320,000);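 active = GFP response relative to DMSO above a set limit, near screen average plus 3 SD, cut at about 150% in these data; inconclusive = fewer than 70 cells counted for the yeast strain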;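 note: median GFP channel fluorescence of the gated AGP1 strain per well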
GRK2 inh: human GRK2 inhibition via aptamer displacement | inhibition of aptamer binding, % at 10 µM | P25098 | actives 0.59% (n = 330,000) | bead flow cytometry, FAM-aptamer displacement from GRK2;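 active = inhibition of aptamer binding above 40%, roughly 3 SD of noise, on plates passing a quality check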;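 note: median bead fluorescence of bound FAM aptamer so fluorescent compounds give negative values; no value below 0 was filed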
GLD-1 TGE inh: GLD-1-TGE RNA interaction inhibition (C. elegans) | Q17339 | purified GLD-1 + fluorescein TGE RNA, fluorescence polarization | inhibition, % at 5.96 µM | AID 2280 | actives 0.44% (n = 320,000);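 active = percent inhibition above a per-plate cutoff, the plate mean of test compounds plus 3 SD, cut at about 30% in these data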;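 note: 0% = DMSO wells with GLD-1 and probe and 100% = wells lacking GLD-1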
MEX-5 binding: C. elegans MEX-5 TCR-2 RNA binding activity | actives 0.38% (n = 300,000) | MEX-5/FITC-TCR2 RNA binding, fluorescence polarization; hits give low values | activity score (negative = inhibition of binding), % at 10 µM | Q9XUB2;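 active = inhibition past about -25% in most replicates, and total fluorescence under double the plate's negative control median, limit read from the data; inconclusive = replicates evenly split on the limit, or fluorescence at least double controls; inactive = too little inhibition in most replicates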;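 note: 0% = DMSO and -100% = 5 µM competing unlabeled TCR2 RNA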
Target sequence (Q9XUB2 whole entry, looked up): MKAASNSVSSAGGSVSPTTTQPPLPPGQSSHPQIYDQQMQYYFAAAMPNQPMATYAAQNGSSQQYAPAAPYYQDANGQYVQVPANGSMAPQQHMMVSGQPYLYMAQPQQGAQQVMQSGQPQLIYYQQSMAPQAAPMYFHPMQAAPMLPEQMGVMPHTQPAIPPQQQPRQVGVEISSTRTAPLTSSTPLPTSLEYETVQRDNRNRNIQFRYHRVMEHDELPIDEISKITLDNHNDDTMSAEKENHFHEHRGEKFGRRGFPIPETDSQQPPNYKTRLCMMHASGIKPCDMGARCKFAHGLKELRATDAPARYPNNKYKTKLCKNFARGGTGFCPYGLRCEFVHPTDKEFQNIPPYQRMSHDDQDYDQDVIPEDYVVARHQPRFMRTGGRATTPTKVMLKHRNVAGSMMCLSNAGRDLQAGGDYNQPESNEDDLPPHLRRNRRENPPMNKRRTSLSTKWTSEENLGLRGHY
CIT2 TOR yeast: yeast TOR pathway CIT2-GFP modulation. actives 0.065% (n = 320,000). AID 2029. GFP response vs DMSO, % at 10 µM. S. cerevisiae CIT2-GFP strain, flow cytometry, 3 h; 100 means same as DMSO wells;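 active = GFP response relative to DMSO above a set limit, near the screen mean plus 3 SD, cut at about 150% in these data; inconclusive = Fewer than 70 cells measured for a yeast strain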;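 note: ratio of well median GFP fluorescence to mean of DMSO wells on the plate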
Fam108B counter: counter-screen for RBBP9 inhibitors: inhibitors of mouse Fam108B; recombinant Fam108B, FP-Rh probe fluorescence polarization; inhibition, % at 9.51 µM; actives 0.33% (n = 300,000);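 active = inhibition above the screen mean inhibition plus 3 SD, computed separately per campaign, cut at about 18% in these data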;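 note: inhibitors lower polarization as less probe binds the enzyme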
MCL1-BIM inh: inhibitors of human MCL1 binding to BIM-BH3 peptide; Q07820; GST-MCL1 / FITC-Bim-BH3 fluorescence polarization; inhibition, % at 10.9 µM; actives 0.68% (n = 320,000); AID 2057;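 active = inhibition above the mean inhibition of all tested compounds plus 3 SD, set per campaign, cut at about 40% in these data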;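 note: 0% = DMSO wells and 100% = unlabeled Bim-BH3 peptide control; higher means more loss of mP so more displacement of Bim peptide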
Target sequence (Q07820 whole entry, looked up): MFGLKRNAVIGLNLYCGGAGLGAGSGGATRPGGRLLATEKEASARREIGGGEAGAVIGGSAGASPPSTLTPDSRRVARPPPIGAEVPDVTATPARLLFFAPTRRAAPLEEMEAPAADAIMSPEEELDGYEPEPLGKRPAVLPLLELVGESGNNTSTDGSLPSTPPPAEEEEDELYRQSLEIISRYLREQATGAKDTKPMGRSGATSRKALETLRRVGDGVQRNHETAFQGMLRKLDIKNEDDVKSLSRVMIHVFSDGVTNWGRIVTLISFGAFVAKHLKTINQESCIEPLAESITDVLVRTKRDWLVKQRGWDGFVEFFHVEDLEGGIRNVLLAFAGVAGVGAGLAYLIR
Numbers without * were called inactive; i = inactive; ? = inconclusive; · = no result given.

SMILES	VLA-4 inh	BCLXL inh	AGP1 TOR yeast	GRK2 inh	GLD-1 TGE inh	MEX-5 binding	CIT2 TOR yeast	Fam108B counter	MCL1-BIM inh
Cc1cccc(N=C2NC(=O)/C(=C/c3cccnc3)S2)c1C	6	1	109	1	8	-0.8	104	-3	1
Cc1[nH]n(C(N)=S)c(=O)c1N=Nc1cccc(Cl)c1	i	8	97	0	5	-0.8	101	0	12
CCOc1ccc(NS(=O)(=O)c2ccc(C(=O)NNC(=O)c3ccccc3O)cc2)cc1	2	-3	100	3	-5	-9.5	97	-1	-2
O=C(O)CCc1nc2ccccc2c(=O)[nH]1	11	2	107	1	3	2.2	94	-5	4
CCCOc1ccc(/C=N/Nc2ccccc2[N+](=O)[O-])c(OCCC)c1	15	-3	92	2	-1	-0.9	96	4	-2
O=C(c1ccc2ccccc2c1)N1CCN(c2ccc([N+](=O)[O-])c(N3CCOCC3)c2)CC1	18	8	92	2	9	0.8	97	3	1
CCCCOc1ccc(C(=O)NCC(=O)NCC(c2cccs2)N2CCOCC2)cc1 (stereo unspecified)	-33	7	92	0	-2	·	84	·	6
O=C(CN(Cc1ccco1)C(=O)CNS(=O)(=O)c1ccc(F)cc1)NCc1ccc(F)cc1	11	-2	98	0	-1	2.6	96	-1	0
CCCCCCCCCCCCS(=O)(=O)CCC(=O)O	-1	1	98	2	-1	·	72	5	4
Cc1ccnc(SCC(=O)N2CCCc3ccccc32)n1	3	5	98	2	-3	-0.7	103	1	2
COc1ccc(-c2onc(C)c2-c2cnn(-c3ccccc3)c2)c(O)c1C	3	7	104	4	6	-0.5	91	-3	3
COc1ccc(NC(=O)CN(C)S(=O)(=O)c2ccc3c(c2)n(C)c(=O)c(=O)n3C)cc1	3	0	103	0	1	0.4	99	0	2
COc1ccc(NC(=O)c2sc3nc(-c4cccnc4)ccc3c2N)cc1OC	-9	48*	104	·	13	?	99	3	35
Cn1c(=O)oc2cc(S(=O)(=O)N3CCCC(C(=O)Nc4ccccn4)C3)ccc21 (stereo unspecified)	-12	1	102	0	1	0.9	102	2	2
O=C(Nc1ccc2nc3n(c(=O)c2c1)CCCC3)c1cccc(F)c1	3	5	101	4	-3	-1.2	103	4	-3
CCc1cccc(CC)c1N(COC)C(=O)Cn1ccccc1=N	10	2	105	0	5	-0.1	97	-3	0
Cc1cccc(NC(=O)[C@@H]2CCCN2C2=NS(=O)(=O)c3ccccc32)c1C	41	-1	97	0	0	·	98	·	2
CCOCCCNC(=O)Cc1cc(=O)[nH]c(=O)[nH]1	9	2	89	2	-4	0.8	87	-1	1
COc1ccc(C(=O)CCC(=O)Nc2ccc(N3CCCCC3)cc2)cc1OC	3	3	100	1	-8	-0.6	104	-2	-1
Cc1ccc(S(=O)(=O)/N=C2/NC(=O)/C(=C\c3cc(Br)cc(Br)c3O)S2)cc1	-39	·	93	0	·	·	107	·	·
N#Cc1nc(COc2ccccc2)oc1N1CCN(Cc2ccccc2)CC1	7	1	102	1	-6	-0.6	97	-1	-4
CCc1c(C)nc(SC(C(=O)O)c2ccccc2)c(C#N)c1C (stereo unspecified)	-4	5	81	0	-3	1.1	108	-1	9
COC(=O)c1sc2ccccc2c1-n1cccc1C(=O)C(=O)Nc1ccc(F)cc1	-9	2	103	1	9	4.5	110	-4	5
CCCCn1c(SCC(N)=O)nc2c(sc3ccccc32)c1=O	-9	-1	100	0	0	0.8	100	-3	-3
CC1Oc2cc3oc4c(O)c(O)ccc4c(=O)c3c(O)c2C1(C)C (stereo unspecified)	-22	10	91	0	31*	-1.2	96	-11	13
CCn1cc(C(=O)Nc2ccc(F)c(F)c2)cn1	-12	9	103	5	2	-0.6	102	-3	11
O=C(COC(=O)c1ccccc1[N+](=O)[O-])NCCCc1ccccc1	36	-8	97	1	-3	0.7	98	5	-15
S=C(Nc1ccc(Cc2ccncc2)cc1)Nc1cccc(Cl)c1	-4	7	104	0	4	-0.4	100	-2	4
COc1cc(C(=O)OCn2nnc3ccccc3c2=O)cc(OC)c1OC	-10	6	96	1	3	-1.2	100	2	6
Cc1nc2c3ccccc3nc(SCC(=O)N3CC(C)CC(C)C3)n2n1 (stereo unspecified)	5	6	97	4	4	3.2	99	1	4
COc1cc(NC(=O)C2CCCCC2)c(OC)cc1NC(=O)CN1CCCCC1	5	3	?	2	-5	1.1	?	-1	4
COc1cc(OC)c(C2=NOC(C(=O)Nc3c(C)n(C)n(-c4ccccc4)c3=O)C2)cc1Cl (stereo unspecified)	7	10	92	1	3	·	98	3	1
Cc1c(NC(=O)CSc2nnc(COc3ccccc3)n2-c2ccccc2)c(=O)n(-c2ccccc2)n1C	0	-1	95	0	9	0.7	98	-1	-4
CCN(C[C@H]1N[C@@](C)(C(=O)OC)[C@H]2C(=O)N(C)C(=O)[C@@H]12)C(=O)c1ccc(C)cc1	35	·	100	4	0	·	97	·	·
Cc1ccc(CN2CCC(Oc3ccc(C(=O)NCc4ccccn4)cc3)CC2)o1	14	4	99	0	2	-2.4	101	0	6
Cc1ccc(C(=O)COC(=O)CCC(=O)Nc2cc(Cl)ccc2Cl)cc1[N+](=O)[O-]	0	6	101	0	-2	-0.5	101	1	-3

Ordered by length of the SMILES (low to high): part of the list above
SMILES	VLA-4 inh	BCLXL inh	AGP1 TOR yeast	GRK2 inh	GLD-1 TGE inh	MEX-5 binding	CIT2 TOR yeast	Fam108B counter	MCL1-BIM inh
S=C(Nc1ccc(Cc2ccncc2)cc1)Nc1cccc(Cl)c1	-4	7	104	0	4	-0.4	100	-2	4
CC1Oc2cc3oc4c(O)c(O)ccc4c(=O)c3c(O)c2C1(C)C (stereo unspecified)	-22	10	91	0	31*	-1.2	96	-11	13
COc1cc(NC(=O)C2CCCCC2)c(OC)cc1NC(=O)CN1CCCCC1	5	3	?	2	-5	1.1	?	-1	4
Cc1ccc(CN2CCC(Oc3ccc(C(=O)NCc4ccccn4)cc3)CC2)o1	14	4	99	0	2	-2.4	101	0	6
COc1cc(OC)c(C2=NOC(C(=O)Nc3c(C)n(C)n(-c4ccccc4)c3=O)C2)cc1Cl (stereo unspecified)	7	10	92	1	3	·	98	3	1
CCN(C[C@H]1N[C@@](C)(C(=O)OC)[C@H]2C(=O)N(C)C(=O)[C@@H]12)C(=O)c1ccc(C)cc1	35	·	100	4	0	·	97	·	·

Next section
SMILES	VLA-4 inh	BCLXL inh	AGP1 TOR yeast	GRK2 inh	GLD-1 TGE inh	MEX-5 binding	CIT2 TOR yeast	Fam108B counter	MCL1-BIM inh
CN(CCc1ccccc1)C(=O)c1cc(COc2ccc(F)cc2Cl)on1	16	4	103	3	2	0.0	114	0	4
COc1ccc(-c2noc3c2-c2nc(C4CCCCC4)sc2CC3)cc1	-1	5	75	0	2	1.3	66	0	7
COc1ccc2[nH]c(C)c(CCNC(=S)Nc3cc(C)cc(C)c3)c2c1	3	6	98	0	6	0.7	88	2	10
O=C(NCCN1CCOCC1)c1ccc(-c2ccccc2)cc1	5	-14	94	5	6	-1.9	82	-8	-20
COc1ccc(-c2nc3ccccc3o2)cc1NC(=O)CSc1ccc(Cl)cc1	20	5	101	0	1	-2.2	101	3	8
CCCCCC(=O)NCC(C)NC(=O)CCCCC (stereo unspecified)	22	5	102	0	4	-0.6	106	1	5
O=C(Nc1ccc(CN2CCOCC2)cc1)c1ccc(-c2cccc(Cl)c2)o1	-17	6	101	0	1	-1.0	103	0	4
Cc1cc(C(C)(C)C)ccc1OCCN1CCCC1	11	5	101	0	0	-0.8	102	-1	-4
Cc1ccccc1Oc1nc2ccccc2n2cnnc12	-4	5	97	1	-3	2.5	95	-1	-2
COc1ccc(-c2ccc(SCC(=O)Nc3nnc(C)s3)nn2)cc1	6	2	100	0	3	-1.3	93	-7	-6
Cc1ccc(CCN2CC(C(=O)NCCCN3CCCCC3)CC2=O)cc1 (stereo unspecified)	8	6	101	0	3	0.6	108	-2	2
COc1ccc(CC(=O)NCc2n[nH]c(=S)n2-c2cccc(Cl)c2)cc1	-2	-14	99	1	4	-0.4	99	-2	-13
CN(CC(=O)Nc1cccc(F)c1)C(=O)Cn1c(=O)cnc2ccccc21	-2	-9	100	0	2	1.0	103	1	-11
Cc1ccc2nc3c(cc2c1)c(NC(=O)C1CCCO1)nn3CC(C)C (stereo unspecified)	-2	1	97	1	5	-0.7	85	4	2
COCCNC(=O)c1ccc(C2SCC(=O)N2CCc2ccccc2)cc1 (stereo unspecified)	0	·	99	0	·	1.4	105	·	·
CCn1c2ccccc2c2cc(NS(=O)(=O)c3ccc(C)cc3)ccc21	7	1	92	0	14	-0.2	113	0	0
Cn1cc(CN2CCC(n3nccc3NC(=O)CCc3ccccc3)CC2)cn1	13	·	93	2	·	1.1	98	·	·
CCSc1nc2c(cnn2-c2ccccc2)c(=O)n1N	-3	-23	96	2	-3	0.4	95	-3	-17
COc1ccc(Cn2nnnc2C(c2cc3ccc(OC)cc3[nH]c2=O)N2CCC(C)CC2)cc1 (stereo unspecified)	-3	23	102	0	-1	-7.7	87	-7	25
CC1CCCN(C(=O)CN2C(=O)c3ccccc3S2(=O)=O)C1 (stereo unspecified)	5	3	99	0	8	·	92	·	-1
Cc1cc(C)n(-c2ccc(F)cc2CN2CCN(C3CCCC3)C(CCO)C2)n1 (stereo unspecified)	3	10	102	0	2	0.2	93	-1	4
O=C(Nc1cc(SCC(O)CO)cc([N+](=O)[O-])c1)c1ccc(-n2cnnn2)cc1 (stereo unspecified)	5	-1	99	0	-2	-2.7	95	-5	16
CN(c1ccccc1C(=O)O)S(C)(=O)=O	0	6	105	0	3	1.2	105	-3	6
CC(C)(C)C(=O)Nc1c(Br)c(C2CC2)nn1-c1ccccc1	0	-2	96	1	0	1.9	90	2	-5
CC1(C)Cc2c(sc3c2c(=N)n(Cc2ccco2)c(=O)n3CC(=O)Nc2ccc(Cl)cc2)CO1	-1	-2	90	0	1	3.9	88	-16	5
O=C(c1cccs1)N1CCCC1	-4	-3	64	0	4	1.3	125	-3	-2
O=C1[C@H]2[C@H](ON3CCCC[C@H]23)C(=O)N1c1cccc(C(F)(F)F)c1	-9	6	97	14	-5	0.6	101	-2	4
Cc1cc(Br)ccc1NC(=O)C1C2CCC(O2)C1C(=O)O (stereo unspecified)	12	5	102	2	1	2.2	102	0	13
Cc1c(NC(=O)Nc2ccc3c(c2)OCO3)cccc1[N+](=O)[O-]	3	1	?	1	1	-1.5	?	0	-7
COc1ccc(S(=O)(=O)N2CCC(C(=O)N3CCN(C)CC3)CC2)cc1Cl	-3	4	94	0	0	-1.9	107	1	6
O=C(Nc1ccc(N2CCCC2)cc1)c1cccc(Cl)c1Cl	0	6	100	0	-3	1.4	102	-7	24
Cc1onc(-c2ccccc2Cl)c1C(=O)OCC(=O)c1ccc2c(c1)OCCO2	13	2	101	2	-4	1.5	93	-1	-3
CCSCCOC(=O)C1=C(C)NC(=O)NC1c1cc(OC)ccc1OC (stereo unspecified)	-3	4	88	0	2	0.8	78	-3	-6
Cc1c(C(=O)/C=C/N(C)C)nnn1-c1ccc(Cl)c(Cl)c1	3	0	92	1	-8	0.1	101	0	-3
CNCCOCC(O)CSc1ccccc1 (stereo unspecified)	4	4	101	1	-4	0.5	107	-2	-4
Cc1ccc(C)c(CN2CCN(c3ncccn3)CC2)c1	7	3	104	2	6	1.4	94	-1	3
CCOC(=O)COc1nc(-c2ccco2)cc(-c2ccco2)c1C#N	-8	-2	97	0	-6	1.5	82	-10	-2
COc1ccc2c(CC(=O)OCC(=O)c3ccccc3OC)coc2c1	0	-2	102	5	7	4.1	97	-4	6
